# USP2a block – qHTS Assay for Inhibitors of Ubiquitin-specific Protease USP2a Using CHOP2 as the Reporter; actives 0.01% (n = 330,000); Potency, µM (highest dose often 38.3 µM), without a hit: top-dose activity change, negative = inhibition, most hits filed as inhibitors; USP2 core, Ub-CHOP2 coupled fluorogenic reporter, 485/531; AID 463254, 2010;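 note: potency is the fitted concentration of half-maximal effect; plate controls were DMSO wells for no effect and full inhibition by NEM control for full effect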
#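 Deubiquitinase activity read as fluorescence (485/531 nm) after Ub-CHOP2 cleavage activates the enterokinase reporter on its substrate; USP2 core 10nM, Ub-CHOP2 and substrate 25nM each, 30min compound preincubation then 60min RT; data normalized to NEM, curves fitted.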
# KCNH2 WT inh – qHTS for Inhibitors of KCHN2 3.1: Wildtype qHTS | U2OS, BacMam KCNH2, thallium flux FluxOr; active compounds read low | activity change, % at 1.84 µM | actives 0.37% (n = 340,000);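 active = maximum activity change below -70%; inconclusive = maximum activity change between -70% and -50%; inactive = maximum activity change above -50%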; note: % is set by controls: 0 for no effect and ±100 for the full control effect
#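 U2OS cells transduced with wild-type KCNH2 virus are loaded with FluxOr dye for 45 min, and thallium flux is measured in kinetic reads before and after stimulation buffer. Rate constants are normalized to DMSO controls.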
# TSHR antagonist – Antagonists of the Thyroid Stimulating Hormone Receptor: HTS campaign; Thyrotropin receptor (Homo sapiens), P16473; TSHR-expressing cells, TSH-stimulated cAMP HTRF, 2 h; active compounds read low; activity change, negative = inhibition, % at 11.5 µM; actives 0.2% (n = 330,000);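 active = activity change below a set negative limit, meaning inhibition stronger than a set level, cut at about -70% in these data; inconclusive = activity change between two set negative limits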; note: % is set by controls: 0 for no effect and ±100 for the full control effect
#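 TSHR-expressing cells, 200/well, pre-treated with compound, then stimulated with EC80 TSH (4nM final) for 2 hours at 37 deg C. cAMP measured by competitive HTRF: anti-cAMP cryptate antibody in lysis buffer plus cAMP-d2, read after 30 minutes at room temperature.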
# KCNH2 3.1 block – qHTS for Inhibitors of KCHN2 3.1: Mutant qHTS; Potassium voltage-gated channel subfamily H member 2, brain isoform KCNH2 3.1 (human); U2OS KCNH2 3.1, thallium flux FluxOr; active compounds read low; activity change, % (tested at about 1.8 µM); actives 0.95% (n = 340,000); AID 720553, 2013;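 active = maximum activity change below -70%; inconclusive = maximum activity change from -70% to -50%; inactive = maximum activity change above -50%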;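 note: thallium influx rate constant from kinetic fluorescence after stimulation buffer; % is set by controls: 0 for no effect and ±100 for the full control effect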
#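 Measured as rate of thallium-driven FluxOr signal in transduced U2OS cells carrying the 3.1 channel, read kinetically for 2 min upon stimulation; values are rate constants scaled to DMSO control wells.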
# Eya2 phos inh – qHTS Assay for Inhibitors of the Phosphatase Activity of Eya2; Potency, µM (series often up to 76.9 µM), inactives show at the highest dose activity, negative = inhibition, usual class: inhibitors; recombinant Eya2, OMFP fluorescence dephosphorylation (OMFP is methylfluorescein phosphate); AID 488837, 2010; Protein phosphatase EYA2 (Homo sapiens), O00167; actives 0.006% (n = 330,000); note: potency is the fitted concentration of half-maximal effect; % is set by controls: 0 for no effect and ±100 for the full control effect
# Target sequence (O00167 whole entry, looked up): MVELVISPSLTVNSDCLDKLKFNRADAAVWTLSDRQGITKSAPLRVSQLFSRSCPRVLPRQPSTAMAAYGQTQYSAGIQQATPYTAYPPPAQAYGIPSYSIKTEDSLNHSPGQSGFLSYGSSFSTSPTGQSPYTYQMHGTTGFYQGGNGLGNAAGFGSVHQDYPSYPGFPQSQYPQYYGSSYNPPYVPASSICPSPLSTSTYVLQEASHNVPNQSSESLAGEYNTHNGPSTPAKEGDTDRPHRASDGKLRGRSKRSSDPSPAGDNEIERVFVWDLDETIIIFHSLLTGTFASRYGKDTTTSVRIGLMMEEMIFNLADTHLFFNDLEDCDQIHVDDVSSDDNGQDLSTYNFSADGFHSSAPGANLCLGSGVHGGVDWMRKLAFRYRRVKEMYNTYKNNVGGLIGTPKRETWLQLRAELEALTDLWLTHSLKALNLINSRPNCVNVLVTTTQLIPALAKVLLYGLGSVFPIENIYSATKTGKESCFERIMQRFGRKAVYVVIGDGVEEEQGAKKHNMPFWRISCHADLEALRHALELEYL
#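 Eya2 protein (added as 0.2 uM solution) was preincubated with compound for 10 min at ambient temperature in 50 mM HEPES pH 7.5, 50 mM NaCl, 5 uM MgCl2, 0.05% BSA, 1 mM DTT. OMFP (added at 50 uM) then reacted 10 min; fluorescence read at 485/525 nm.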
# A-T KAP1 phos – qHTS Assay for Identifying a Potential Treatment of Ataxia-Telangiectasia. […] A-T fibroblasts, KAP-1 phosphorylation AlphaLISA; neocarzinostatin DNA damage 30 min before lysis. Potency, µM (top dose mostly 57.5 µM), for the others: top-dose activation, hits mostly activators. actives 0.19% (n = 320,000). AID 485349, 2010; note: potency is the fitted concentration of half-maximal effect; % of control where 0% means no effect; nearly all actives have a fitted effect of over 45% in size
#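 ATM-like activity read as KAP-1 phosphorylation via AlphaLISA donor/acceptor antibody pairs after lysis and 6 hr at 25C. Cells were ATM-null patient fibroblasts ([…], hTERT), dosed 60 min, then exposed to the DSB inducer NCS for 30 min.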
# TCR activator – Activators of T cell receptors: qHTS campaign; primary human leukocytes, anti-CD3, IL-2 HTRF, 48 h; Potency, µM (series often up to 9.22 µM), for the others: at the highest dose activation of IL-2 secretion, most hits filed as activators; 330,000 tested, under 10 active; note: % of control where 0% means no effect
#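 IL-2 release read by HTRF sandwich (Eu cryptate donor, d2 acceptor, 665 nm emission) after 48 hr exposure of primary human leukocytes to compound together with anti-CD3 beads in the absence of co-stimulatory signals.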
# ELG1 repair inh – qHTS screen for small molecules that inhibit ELG1-dependent DNA repair in human embryonic kidney (HEK293T) cells expressing luciferase-tagged ELG1. HEK293T ELG1-luciferase reporter, luminescence, 16 h; DNA damage induced by 5-fluorouridine. Potency, µM (highest dose often 46.1 µM), without a hit: at the top dose activity change, negative = inhibition, actives largely listed as inhibitors. actives 2.3% (n = 330,000). AID 504467, 2011; note: potency is the fitted concentration of half-maximal effect; % is set by controls: 0 for no effect and ±100 for the full control effect; nearly all actives have a fitted effect of over 55% in size
#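 Reporter activity after DNA damage by 5-fluorouridine is monitored. Compound-treated cells incubate 16 hr at 37 °C, then ONE-Glo is added for 30 min before luminescence reading.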
# Mito fusion yeast – qHTS Assay for Small Molecule Inhibitors of Mitochondrial Division or Activators of Mitochondrial Fusion | Potency, µM (titrated, usually from 46.1 µM), for the others: at the highest dose growth rescue (activation), usual class: activators | AID 485298, 2010 | actives 0.23% (n = 320,000) | S. cerevisiae fusion-defective mutant growth rescue, CellTiterGlo 48 h;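 note: potency is the fitted concentration of half-maximal effect; % of control where 0% means no effect; nearly all actives have a fitted effect of over 45% in size; temperature-sensitive fusion mutants such as fzo1-1 at 37 °C on non-fermentable ethanol glycerol medium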
#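 Compounds are tested for their ability to restore growth of mitochondrial fusion-defective yeast strains at non-permissive 37C in YPEG medium over 48 hours. Viability is quantified by luciferase luminescence.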
# TRPV1 ag – HTS Assay for Compounds that Act as Agonists of the Vanilloid Receptor 1 | Transient receptor potential cation channel subfamily V member 1 (Homo sapiens), Q8NER1 | AID 540275, 2011 | activation, % at 8.33 µM | actives 0.19% (n = 320,000) | TRPV1-expressing cells, Fluo-8 calcium influx, agonist mode; in the data active = activation above about 80%; inconclusive = between about 30% and that limit; note: 0% is about no effect
#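 TRPV1-expressing cells were cultured overnight at 35.5C and loaded with Fluo-8 calcium dye for 40 to 90 min at room temperature. After a 10 s baseline, compound was added and calcium influx was read kinetically for 3 min (ex 480/em 520 nm).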
# Starred values were filed as active, the others as inactive; i = inactive; ? = inconclusive; . = not tested or not shown; [ ] = dose if it differs, or a comment. Unless noted, calls come from the whole dose curve; as a rule, active = well fitted curve in the direction sought with a large enough effect; inconclusive = small, poorly fitted or top-dose-only effect, or another doubt; inactive = no such curve, though single readings can be large; an effect the other way counts as inactive or inconclusive. These rows are one share of the data; rates above refer to the full screens.
SMILES,USP2a block,KCNH2 WT inh,TSHR antagonist,KCNH2 3.1 block,Eya2 phos inh,A-T KAP1 phos,TCR activator,ELG1 repair inh,Mito fusion yeast,TRPV1 ag
Cc1ccccc1C(=O)Nc1nnc(-c2ccco2)o1,-1%,-2,45,-2,-13%,1%,2%,?,-4%,3
Cc1ccccc1N=Cc1cccc(O)c1O,1%,-1,-5,-16,0%,-8%,-7%,-16%,-6%,2
CCOC(=O)C(=CNc1cc(C)nn1C(C)(C)C)C(=O)OCC,-1%,19,2,-3,3%,-6%,-11%,?,0%,13
CC1CCCCN1Cc1nc2c(c(=O)n(C)c(=O)n2C)n1CCc1ccccc1 (stereo not drawn),3%,-11,-1,22,-11%,1%,4%,11%,3%,0
Cc1ccc(-c2csc(NC(=O)CSc3ncn(-c4ccccc4)n3)n2)cc1,-2%,-6,-28,-15,4%,12%,6%,?,-7%,1
COC(=O)c1cn[nH]c1NC(=S)Nc1ccccc1C,0%,-3,6,2,-8%,-3%,.,?,-3%,-1
COc1ccc(/C=C2\SC(=O)N(CCc3nnc(N)s3)C2=O)cc1,7%,3,-3,-19,-3%,35%,8%,?,18%,25
COc1ccc(OC)c(N(C)S(=O)(=O)c2cc3c(cc2C)NC(=O)CO3)c1,2%,2,25,6,3%,-5%,4%,11%,1%,9
CCOC(=O)N1CCN(C(=O)CSCC(=O)Nc2nc(-c3ccc(C)cc3)cs2)CC1,1%,4,14,1,-8%,-10%,2%,?,9%,-1
Cc1ccc(Oc2ccc(/C=N/O)cn2)cc1,0%,1,25,6,5%,7%,-2%,19%,5%,3
CCOc1cccc2cc(-c3csc(NC(=O)CCC(=O)NCCCN4CCC(C)CC4)n3)c(=O)oc12,2%,.,-1,.,5%,-1%,.,?,-2%,19
CCn1c(CN(C)c2ccccc2)nc2ccccc21,1%,10,-15,-2,6%,7%,.,2%,-12%,4
COc1cc(NS(=O)(=O)c2ccc(F)cc2)c(OC)cc1NC(=O)C1CC1,3%,.,-1,.,-16%,2%,.,0%,8%,2
O=C(Nc1ccccc1)/C(=C\c1ccncc1)NC(=O)c1ccccc1,0%,6,-15,10,-3%,-9%,5%,?,-1%,3
COc1ccc(NC(=O)NC23CC4(C)CC(C)(CC(C)(C4)C2)C3)cc1OC,6%,-3,-8,17,-11%,6%,-11%[46.1 µM],11%,9%,?

# Compound profiles, as listed above. Order of values: USP2a block, KCNH2 WT inh, TSHR antagonist, KCNH2 3.1 block, Eya2 phos inh, A-T KAP1 phos, TCR activator, ELG1 repair inh, Mito fusion yeast, TRPV1 ag
# Shown for O=C(Nc1ccccc1)/C(=C\c1ccncc1)NC(=O)c1ccccc1 → 0%, 6, -15, 10, -3%, -9%, 5%, ?, -1%, 3
# Shown for COc1ccc(NC(=O)NC23CC4(C)CC(C)(CC(C)(C4)C2)C3)cc1OC → 6%, -3, -8, 17, -11%, 6%, -11%[46.1 µM], 11%, 9%, ?
# Shown for Cc1ccccc1C(=O)Nc1nnc(-c2ccco2)o1 → -1%, -2, 45, -2, -13%, 1%, 2%, ?, -4%, 3
# Shown for CCOc1cccc2cc(-c3csc(NC(=O)CCC(=O)NCCCN4CCC(C)CC4)n3)c(=O)oc12 → 2%, ., -1, ., 5%, -1%, ., ?, -2%, 19
# Shown for COc1ccc(OC)c(N(C)S(=O)(=O)c2cc3c(cc2C)NC(=O)CO3)c1 → 2%, 2, 25, 6, 3%, -5%, 4%, 11%, 1%, 9

# The list goes on:
SMILES,USP2a block,KCNH2 WT inh,TSHR antagonist,KCNH2 3.1 block,Eya2 phos inh,A-T KAP1 phos,TCR activator,ELG1 repair inh,Mito fusion yeast,TRPV1 ag
CCN(CC)S(=O)(=O)c1cc(NS(=O)(=O)c2ccccc2)ccc1C,1%,-1,-18,-7,-3%,3%,6%[46.1 µM],-16%,-2%,-3
C/C(CC(C)C)=N\NS(=O)(=O)c1ccc(C)c([N+](=O)[O-])c1,-1%,-7,27,4,6%,47%,4%,23%,8%,-2
CC1(c2nnc(-c3ccc(F)cc3)o2)CC(c2cccc(Cl)c2)=NO1 (stereo not drawn),-1%,-11,-8,-3,3%,-19%,5%,?,?,28
Fc1ccc(C2NCCn3cccc32)cc1 (stereo not drawn),-3%,3,10,-16,-8%,-2%,5%,12%,-6%,-7
Cc1ccc(/C(N)=N/OC(=O)c2ccc(Cl)cc2Cl)cc1,3%,31,8,7,1%,17%,-5%[46.1 µM],?,4%,7
CCN(C(=O)COC(=O)CSc1ccc(F)cc1)c1c(N)n(Cc2ccccc2)c(=O)[nH]c1=O,-7%,-2,0,4,4%,-1%,-1%,18%,-4%,0
CC(C)(C)SC(C(=O)N1CCOCC1)c1ccc(Br)cc1 (stereo not drawn),-1%,-6,-4,2,-3%,-2%,-2%,-12%,-1%,3
Cc1oc2c(CN3CCOCC3)c(O)ccc2c(=O)c1-c1ccc(Cl)cc1,-6%,-9,2,4,-9%,-6%,-1%,?,-1%,-7
O=C(COC(=O)c1ccc(F)cc1F)NCc1ccc2c(c1)OCO2,4%,-19,.,-18,8%,11%,3%,-3%,.,.
O=S(=O)(N=S(N1CCCCC1)N1CCCCC1)c1ccccc1,0%,6,5,2,9%,-5%,-1%,-2%,-7%,21
Cc1ccc2[nH]c(CNC(=O)c3ccc(F)cc3)cc2c1,-1%,-4,-10,-4,-6%,2%,.,?,-9%,?
COc1ccc(-c2c(C)oc3c(CN4CCN(CCO)CC4)c(O)ccc3c2=O)cc1OC,-1%,6,1,1,1%,-6%,0%,12%,4%,0
O=C(Cn1cnc2cc(Cl)ccc2c1=O)Nc1ccc2c(c1)OCO2,0%,0,-40,1,-2%,2%,3%,15%,-7%,-4
Cn1c(=O)c(Sc2ccc(Cl)cc2)c(O)c2ccccc21,1%,-1,-1,2,2%,-9%,-4%[46.1 µM],-6%,19%,-3
O=C(N=c1nc2ccccn2s1)c1ccccc1,0%,10,12,7,-1%,29%,.,?,-4%,-2

# Reprinted at random: 3 records from the list.
SMILES,USP2a block,KCNH2 WT inh,TSHR antagonist,KCNH2 3.1 block,Eya2 phos inh,A-T KAP1 phos,TCR activator,ELG1 repair inh,Mito fusion yeast,TRPV1 ag
Cn1c(=O)c(Sc2ccc(Cl)cc2)c(O)c2ccccc21,1%,-1,-1,2,2%,-9%,-4%[46.1 µM],-6%,19%,-3
CCN(CC)S(=O)(=O)c1cc(NS(=O)(=O)c2ccccc2)ccc1C,1%,-1,-18,-7,-3%,3%,6%[46.1 µM],-16%,-2%,-3
C/C(CC(C)C)=N\NS(=O)(=O)c1ccc(C)c([N+](=O)[O-])c1,-1%,-7,27,4,6%,47%,4%,23%,8%,-2

# Later entries:
SMILES,USP2a block,KCNH2 WT inh,TSHR antagonist,KCNH2 3.1 block,Eya2 phos inh,A-T KAP1 phos,TCR activator,ELG1 repair inh,Mito fusion yeast,TRPV1 ag
CCCCNc1cnn(-c2ccccc2)c(=O)c1Cl,2%,11,10,-13,2%,3%,2%,?,-6%,0
NC(=O)CCN1CCCCC1,-2%,-11,18,22,-1%,10%[11.5 µM],0%,2%,?,-5
COc1ccc(S(=O)(=O)NCc2cccnc2)cc1C(=O)Nc1ccccc1,1%,20,2,2,-14%,0%,0%,-10%,3%,5
CCN=C1SC(CC(=O)Nc2ccc3c(c2)OCO3)C(=O)N1CC (stereo not drawn),-1%,-10,9,-16,4%,8%,-4%,-8%,-6%,24
CC(=O)N1CCc2cc(S(=O)(=O)CCC(=O)NCc3ccco3)ccc21,0%,2,3,14,-13%,0%,0%,-4%,-5%,-5
COc1cccc(CCN2CCC(CNS(=O)(=O)c3cc(-c4cc(C)no4)ccc3OC)CC2)c1,2%,52,6,?,-14%,-1%,2%,-15%,0%,1
C=C[C@@H]1c2ccccc2N(S(=O)(=O)c2ccc(C)cc2)[C@H](c2ccc(C(F)(F)F)cc2)C1(C#N)C#N,-2%,.,-25,.,-3%,17%,9%,1%,-13%,1
COc1ccc(Cl)cc1NC(=O)NC(C)C(C)(C)C (stereo not drawn),1%,i,-11,6,7%,10%,-6%,-3%,13%,6
C=CCC1NS(=O)(=O)OC2CCCCC12 (stereo not drawn),2%,17,-3,10,10%,-3%,-1%,-6%,2%,3

# Screens as filed in PubChem BioAssay.
